POLI inh = inhibitors of human DNA polymerase iota | Q9UNA4 | Pol iota fluorescent replication assay, 10 min | Potency, µM (series often up to 115 µM), for inactives: top-dose activity, negative = inhibition, usual class: inhibitors | actives 1% (n = 390,000); also: potency is read from the fitted curve at half-maximal effect
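Pol iota at 10 nM preincubated 15 min with compounds at room temperature; reaction started with fluorescent substrate, 50 nM final. Fluorescence read kinetically at 0 and 10 min; buffer-only wells as negative control.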
POLB inh = blocks human DNA polymerase beta activity; P06746; Pol beta primer extension/strand displacement, fluorescence kinetic; Potency, µM (top dose mostly 114 µM), inactives show top-dose activity change, negative = inhibition, hits mostly inhibitors; actives 1.3% (n = 340,000); AID 485314; also: potency is read from the fitted curve at half-maximal effect; % is scaled to controls: 0 for no effect and ±100 for the full control effect
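Values derive from four-parameter Hill fits of normalized kinetic data: reads at 0 and 10 min following addition of 50 nM substrate to 10 nM Pol beta preincubated 15 min with compound.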
Pol kappa inh = blocks human DNA polymerase kappa activity; Q9UBT6; actives 0.53% (n = 400,000); Potency, µM (top dose mostly 107 µM), for the others: at the top dose activity, negative = inhibition, actives largely listed as inhibitors; purified Pol kappa, fluorescent DNA synthesis assay, 10 min; also: potency is read from the fitted curve at half-maximal effect; % is scaled to controls: 0 for no effect and ±100 for the full control effect
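First, compounds were pin-transferred onto 10 nM Pol kappa. After 15 min at room temperature, substrate was added to 50 nM final. Fluorescence was then measured kinetically at 0 and 10 min.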
POLH inh = DNA polymerase eta (human) inhibition; Q9Y253; actives 1.2% (n = 390,000); Potency, µM (doses to about 114 µM), without a hit: top-dose activity change, negative = inhibition, usual class: inhibitors; recombinant Pol eta, fluorescent DNA replication assay; also: potency is read from the fitted curve at half-maximal effect; % is scaled to controls: 0 for no effect and ±100 for the full control effect
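Pol eta (10 nM) was preincubated with compounds for 15 min at room temperature, after which fluorescent replication substrate (50 nM final) was added to start the reaction. Fluorescence was read kinetically at 0 and 10 min.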
APE1 inh = inhibitors of human APE1 endonuclease; P27695; recombinant APE1, TAMRA/BHQ-2 abasic DNA cleavage fluorescence; Potency, µM (highest dose often 65.8 µM), inactives show top-dose activity change, negative = inhibition, usual class: inhibitors; actives 0.35% (n = 350,000);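 also: potency is read from the fitted curve at half-maximal effect; plate controls were vehicle for no effect and reference inhibitor for full effect; nearly all actives have a fitted effect of over 55% in size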
Target sequence (P27695 whole entry, looked up): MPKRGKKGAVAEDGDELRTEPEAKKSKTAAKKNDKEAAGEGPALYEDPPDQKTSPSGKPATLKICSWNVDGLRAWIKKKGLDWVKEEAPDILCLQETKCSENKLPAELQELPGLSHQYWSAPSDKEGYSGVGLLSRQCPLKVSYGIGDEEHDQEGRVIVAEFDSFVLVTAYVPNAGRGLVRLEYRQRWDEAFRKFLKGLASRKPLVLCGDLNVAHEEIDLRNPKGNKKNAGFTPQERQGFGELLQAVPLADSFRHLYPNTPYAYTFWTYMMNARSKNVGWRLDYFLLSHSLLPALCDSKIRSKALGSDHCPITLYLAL
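Incision of a quenched TAMRA/BHQ-2 THF abasic-site duplex (50 nM) by 0.75 nM APE1, after 15 min compound preincubation, measured as fluorescence increase over three 60 s reads. Values normalized to buffer, DMSO and NSC13755 control wells.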
Glioma ERSR ind = inducers of ER stress response in human glioma cells | Potency, µM, for inactives: at the highest dose activation, actives largely listed as activators | U87-MG GRP78 promoter luciferase reporter, 16 h | actives 0.02% (n = 420,000) | AID 602332; also: potency is read from the fitted curve at half-maximal effect; series mostly up to about 76 µM; % of control where 0% means no effect; nearly all actives have a fitted effect of over 35% in size
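Stably transfected U87-MG human glioma cells carrying a GRP78-based luminescent sensor were seeded at 1000 cells/well, pin-dosed with compounds and incubated 16 h. Luciferase reagent was then added, and end-point luminescence was read after 10 min at room temperature.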
Anesthetic bind = binds horse apoferritin like a general anesthetic; AID 485281; apoferritin/1-aminoanthracene competitive binding, fluorescence; actives 0.074% (n = 350,000); Potency, µM (highest dose often 77.5 µM), inactives show at the top dose activity change, negative = displacement, usual class: inhibitors; P02791; also: potency is read from the fitted curve at half-maximal effect; % is scaled to controls: 0 for no effect and ±100 for the full control effect; nearly all actives have a fitted effect of over 20% in size
Target sequence (P02791 2-175 limits assumed): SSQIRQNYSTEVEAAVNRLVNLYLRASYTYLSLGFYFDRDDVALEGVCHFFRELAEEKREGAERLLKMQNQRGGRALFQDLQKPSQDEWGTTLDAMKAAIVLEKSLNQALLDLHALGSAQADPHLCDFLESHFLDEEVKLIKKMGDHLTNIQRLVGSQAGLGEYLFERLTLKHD
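Probe: 1-aminoanthracene (50% saturated, PBS). Protein: horse-spleen apoferritin, 10 uM. Incubation: 10 min, room temperature. Detection: 380 nm excitation, 535 nm emission. Analysis: normalized response, four-parameter Hill.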
LDHA block = inhibitors of human lactate dehydrogenase A. AID 1347041. activity change, % (values are at about 110 or 230 µM). purified LDHA, NADH/diaphorase-resazurin fluorescence; active compounds read low. actives 0.15% (n = 480,000). P00338; in the data active = activity change below about -30%; inconclusive = mostly about -25% to -30%;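 also: plate controls were DMSO wells for no effect and wells without enzyme for full effect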
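Human LDH5 at 2 nM final in Tris HCl pH 7.4 with 0.06 mM NADH and 0.2 mM pyruvate, reacted 5 minutes at room temperature. Remaining NADH coupled via diaphorase/resazurin; resorufin fluorescence read at 0 and 20 minutes, normalized to enzyme-free and DMSO wells.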
BLM inh = inhibitors of human Bloom syndrome helicase BLM | actives 0.2% (n = 350,000) | Potency, µM (series often up to 56.1 µM), inactives show top-dose activity change, negative = inhibition, most hits filed as inhibitors | recombinant BLM DNA unwinding, fluorescence dequenching;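 also: potency is read from the fitted curve at half-maximal effect; plate controls were vehicle for no effect and no enzyme for full effect; nearly all actives have a fitted effect of over 35% in size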
* marks the source's active call; other numbers are inactive results; ? = inconclusive; · = no result given; & = joins results of further samples; [ ] = another dose, or the depositor's remark. Unless noted, calls follow the shape of the dose curve; as a rule, active = well fitted curve in the direction sought with a large enough effect; inconclusive = small, poorly fitted or top-dose-only effect, or another doubt; inactive = no such curve, though single readings can be large; an effect the other way counts as inactive or inconclusive. This is a subset; count on the stated rates, not on these rows.

SMILES	POLI inh	POLB inh	Pol kappa inh	POLH inh	APE1 inh	Glioma ERSR ind	Anesthetic bind	LDHA block	BLM inh
COc1ccccc1CNC(=O)CN1C(=O)NC(C)(c2ccc(C)cc2)C1=O (centres undefined)	74%[activator]	7%	-7%	2%	-7%	8%	1%	-4	0%
Cc1ccc(NC(=O)CSc2ccc(-c3cccnc3)nn2)c(C)c1	-8%	?	-13%	-3%	45%	1%	-22%	0	-2%
O=C(Nc1cccc2c1CCCC2)c1cc([N+](=O)[O-])ccc1Cl	-13%	6%	-4%	-5%	10%	-10%	-13%	-3	-4%
Cc1ccc(OCC(=O)Nc2nonc2-c2ccc(Br)cc2)cc1C	-6%	30%	-7%	·	·	·	-5%	-13	-6%
COc1ccccc1C(=O)NC(=O)COC(=O)CNC(=O)c1ccc(Cl)c([N+](=O)[O-])c1	62%[activator]	·	0%	-19%	2%	1%	·	4	·
COCCCNC(=O)c1ccc2c(=O)n(Cc3ccc(OC)cc3)c(=O)[nH]c2c1	6%&31%	18%&-1%	13%&-7%	-7%&-21%	-6%	-1%&0%	-4%&-11%	2&-3	-1%&0%
CC(C)CCn1c(=O)c2ccccc2n2c(CN3C(=O)NC4(CCC(C)CC4)C3=O)nnc12 (centres undefined)	15%	19%	-6%	-11%	-11%	-4%	-11%	-4	-5%
COc1ccccc1/C=C(/C(=O)NCCCn1ccnc1)c1ccccc1	24%	4%	12%	-6%	0%	-4%	-7%	0	1%
COc1ccccc1C1C(C(N)=O)=C(C)Nc2nc(CCCO)nn21 (centres undefined)	3%	10%	5%	-8%	2%	-5%	6%	-4	1%
CCN(C(=O)Cn1c(=O)oc2ccccc21)c1cccc(C)c1	16%	-1%	-7%	0%	1%	-5%	-14%	-3	-5%
CC(=O)Nc1c(NC(=O)CC#N)[nH]c2c(c1=O)c(=O)n(C)c(=O)n2C	55%[activator]	4%	-12%	-11%	6%	-2%	-2%	-3	-8%
CCOC(=O)N1CCN(C(=O)C2CCN(S(=O)(=O)c3cc(Cl)ccc3OCC)CC2)CC1	28%	13%	-3%	-13%	11%	-4%	-12%	-4	0%
CNc1ccccc1C(=O)OC(C)C(=O)Nc1ccc(Cl)cn1 (centres undefined)	5%	11%	-19%	-12%	-11%	-7%	393%[activator]	1	-12%
Cc1cc2c(cc1S(=O)(=O)Nc1cccc(Cl)c1C)OCCN2C	-15%	-2%	-5%	0%	·	-3%	4%	1	-2%
c1ccc(-c2nc3ccccc3[nH]2)cc1	?	0%	-22%	-9%	1%	-3%	-15%	-6	-1%
CC(=O)c1c(C)nc(-c2ccccc2)nc1NC(=O)C(C)C	-6%	-1%	4%	-11%	3%	1%	-2%	-2	-3%
COc1ccc2[nH]c3c(C)c4ccncc4c(C)c3c2c1	3.5µM*	1.3µM*	50µM*	?	7.9µM*	?	1%	-11	42%[activator]
CCOc1ccc(S(=O)(=O)N2CCN(C(=O)c3cc4c(s3)CCCC4)CC2)cc1	-14%	0%	5%	-18%	0%	-1%	0%	1	-7%
Cc1cccc(Nc2nc(NCCO)nc(N3CCCC3)n2)c1	33%[activator]	·	-8%	-16%	·	-1%	·	2	·
CC(C)OCCCNC(=O)CSc1c2c(nc3ccc(Cl)cc13)CCCC2	22%	18%	-9%	-6%	·	-10%	-9%	-4	-3%
COc1cccc(-c2cc(C(=O)N3CCCCCC3)no2)c1	12%	3%	-22%	-4%	-6%	-8%	-8%	-10	-1%
CC(=O)c1cccc(NC(=O)c2cc(-c3ccco3)on2)c1	32%[activator]	1%	-3%	-11%	32%	4%	2%	-5	-5%
CNc1snc(C)c1C(=O)OC(C)C(=O)Nc1cccc(C)c1 (centres undefined)	5%	·	-6%	-9%	-7%	-7%	·	0	·
CCC(C)c1ccc(S(=O)(=O)N2CCN(C(C)C(=O)NC3CCCC3)CC2)cc1 (centres undefined)	8%	·	-21%	-16%	10%	-4%	·	0	·
O=C(COC(=O)Cc1ccc(Cl)cc1)Nc1ccc(OC(F)F)cc1	102%[activator]	-8%	-10%	-20%	-2%	-1%	-4%	-2	4%
CCCn1c(Cc2ccccc2)n[nH]c1=S	7%	-11%	-2%	-3%	-4%	-5%	-17%	-9	-1%
CCOC(=O)C1CCN(c2c(C(=O)c3ccc(C)cc3)cnc3ccc(F)cc23)CC1	0%	?	8%	-7%	·	-2%	-19%	-1	-7%
Cc1cc(NC(=O)C(C)SCC(=O)OCC(=O)N(C)c2ccccc2)no1 (centres undefined)	76%[activator]	·	-16%	-11%	22%	-2%	·	-4	·
O=C(CS(=O)(=O)c1cccc2nsnc12)NCc1ccccc1Cl	24%	7%	-3%[60.1 µM]	-8%	·	-4%	-8%	-1	2%
COc1cc(C(=O)N(c2ccc(C)c(C)c2)C2C=CS(=O)(=O)C2)cc(OC)c1OC (centres undefined)	173%[activator]	3%	-17%	-7%	7%	-5%	-8%	-8	-1%
OCC1(Cc2ccc(F)cc2F)CCCN(CCCc2ccccc2)C1 (centres undefined)	26%	-8%	4%	-11%	22%	-5%	-11%	-1	-3%
COc1ccc(NC(=O)CN(C)CC(=O)Nc2cccc(F)c2)cc1Cl	55%[activator]	-18%	-17%	-10%	-7%	5%	-6%	-1	-6%
CSCCC(NC(=O)/C(=C/c1ccc2c(c1)OCO2)NC(=O)c1cccc([N+](=O)[O-])c1)C(=O)O (centres undefined)	1%	10%	-5%	-7%	-10%	-4%	-4%	-3	-4%
Cc1cc(C(C)(C)C)cc(C)c1S(=O)(=O)N1CCN(C(=O)c2cc([N+](=O)[O-])c[nH]c2=O)CC1	146%[activator]	13%	-16%	-17%	-3%	-1%	-7%	-6	-3%
Oc1ccccc1-c1cc(C(F)(F)F)nc(-c2ccccc2)n1	27%	?	-7%	-14%	1%	-1%	-6%	-3	-1%
Cc1cc(C)c(C)c(OCCCCn2cnc3ccccc3c2=O)c1	1%[58.9 µM]	3%	-16%	-6%	-5%	-6%	48%[activator]	10	-4%
N#C/C(=C/c1ccc(CNS(=O)(=O)c2ccccc2)o1)C(N)=O	1%	-12%	-25%	-19%	4%	-3%	-11%	8	-2%
CCn1c(SCC(=O)N/N=C/C=C\c2ccccc2[N+](=O)[O-])nc2ccccc21	3%	-4%	-11%	-18%	11%	-2%	?	-2	-4%
O=C(CCN1CCCCC1)N/N=C/c1c[nH]c2ccccc12	-21%	-8%	4%	-16%	1%	6%	-3%	-1	3%
Cc1ccc(/C=N/Nc2cn[nH]c(=O)n2)o1	31%[activator]	-10%	-7%	-16%	-3%	2%	-13%	10	-1%

Copied from the list:
COc1ccc(NC(=O)CN(C)CC(=O)Nc2cccc(F)c2)cc1Cl @ POLB inh: -18%
Cc1cc(NC(=O)C(C)SCC(=O)OCC(=O)N(C)c2ccccc2)no1 (centres undefined) @ POLH inh: -11%
Oc1ccccc1-c1cc(C(F)(F)F)nc(-c2ccccc2)n1 @ APE1 inh: 1%
N#C/C(=C/c1ccc(CNS(=O)(=O)c2ccccc2)o1)C(N)=O @ POLI inh: 1%
O=C(COC(=O)Cc1ccc(Cl)cc1)Nc1ccc(OC(F)F)cc1 @ POLH inh: -20%
CCOC(=O)C1CCN(c2c(C(=O)c3ccc(C)cc3)cnc3ccc(F)cc23)CC1 @ POLI inh: 0%
Cc1ccc(/C=N/Nc2cn[nH]c(=O)n2)o1 @ BLM inh: -1%

New compounds follow
SMILES	POLI inh	POLB inh	Pol kappa inh	POLH inh	APE1 inh	Glioma ERSR ind	Anesthetic bind	LDHA block	BLM inh
CSc1cccc(NC(=O)CN(c2ccc(C)cc2C)S(C)(=O)=O)c1	-13%	8%	-7%	-14%	-9%	-3%	-7%	-5	-14%
CC(=O)c1c(C)nc2nonc2c1N	17%	27%	-3%	-15%	-3%	-2%	430%[activator]	-8	1%
Cc1cc(C)c(C#N)c(SCC2COc3ccccc3O2)n1 (centres undefined)	?	0%	3%	-10%	1%	3%	23%	-1	-9%
Cc1nn2c(COc3ccc(NC(=O)c4ccccc4Cl)cc3)nnc2c2ccccc12	5%	19%	-9%	-3%	-1%	2%	-21%	-7	4%
O=C1NC(=O)C(Cc2cccc(Oc3ccccc3)c2)S1 (centres undefined)	-12%	18%	-13%	-4%	31%	3%	-18%	-1	0%

Compounds from the list above that contain two or more sulfur atoms (3):
SMILES	POLI inh	POLB inh	Pol kappa inh	POLH inh	APE1 inh	Glioma ERSR ind	Anesthetic bind	LDHA block	BLM inh
CCOc1ccc(S(=O)(=O)N2CCN(C(=O)c3cc4c(s3)CCCC4)CC2)cc1	-14%	0%	5%	-18%	0%	-1%	0%	1	-7%
O=C(CS(=O)(=O)c1cccc2nsnc12)NCc1ccccc1Cl	24%	7%	-3%[60.1 µM]	-8%	·	-4%	-8%	-1	2%
CSc1cccc(NC(=O)CN(c2ccc(C)cc2C)S(C)(=O)=O)c1	-13%	8%	-7%	-14%	-9%	-3%	-7%	-5	-14%
